Screening data (PubChem)
CXXC DNA block: blocks binding of human MLL CXXC domain to DNA | MLL-CXXC / FITC-HOXA9 DNA fluorescence polarization | 290,000 compounds, 0.037% hits | Potency, µM (doses to about 115 µM), without a hit: at the top dose activity change, negative = inhibition, most hits filed as inhibitors | Q03164; active = well fitted inhibition curve with a large enough effect in the polarisation, with a control signal flat, not every such curve was filed as active; inconclusive = small, poorly fitted or top-dose-only effect, or effect the other way, or a change in a side signal; inactive = no such curve, though single readings can be large or run the other way; the % refers to the polarisation; note: potency is the fitted concentration of half-maximal effect
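Steps: dispense CXXC domain solution (7 uM) → pin compounds or unlabeled HOX-A9 DNA control → 5 min ambient → add FLSN-HOX-A9 solution (50 nM) → spin → 30 min ambient → fluorescence polarization. Tris pH 7.5/NaCl/DTT/BSA buffer.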
TCR activator: activators of T cell receptors; 330,000 tested, under 10 active; AID 504894; primary human leukocytes, anti-CD3, IL-2 HTRF, 48 h; Potency, µM (highest dose often 9.22 µM), for the others: top-dose activation of IL-2 secretion, usual class: activators; note: % of control where 0% means no effect
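48 hr co-incubation of compounds, a-CD3 beads and primary human leukocytes; IL-2 quantified homogeneously by HTRF with anti-IL-2 K and d2 conjugates.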
MBNL1 CUG block: inhibitors of human MBNL1 binding to CUG repeat RNA; 280,000 compounds, 0.036% hits; Potency, µM (titrated, usually from 57.5 µM), for inactives: at the top dose activity change, negative = inhibition, most hits filed as inhibitors; TR-FRET MBNL1-His/biotin-(CUG)12 binding, 665/545 ratio; AID 2675; Q9NR56; active = well fitted inhibition curve with a large enough effect in the signal ratio, with a control signal flat, not every such curve was filed as active; inconclusive = small, poorly fitted or top-dose-only effect, or effect the other way, or a change in a side signal; inactive = no such curve, though single readings can be large or run the other way; the % refers to the signal ratio; note: potency is the fitted concentration of half-maximal effect; % is set by controls: 0 for no effect and ±100 for the full control effect
Target sequence (Q9NR56 whole entry, looked up): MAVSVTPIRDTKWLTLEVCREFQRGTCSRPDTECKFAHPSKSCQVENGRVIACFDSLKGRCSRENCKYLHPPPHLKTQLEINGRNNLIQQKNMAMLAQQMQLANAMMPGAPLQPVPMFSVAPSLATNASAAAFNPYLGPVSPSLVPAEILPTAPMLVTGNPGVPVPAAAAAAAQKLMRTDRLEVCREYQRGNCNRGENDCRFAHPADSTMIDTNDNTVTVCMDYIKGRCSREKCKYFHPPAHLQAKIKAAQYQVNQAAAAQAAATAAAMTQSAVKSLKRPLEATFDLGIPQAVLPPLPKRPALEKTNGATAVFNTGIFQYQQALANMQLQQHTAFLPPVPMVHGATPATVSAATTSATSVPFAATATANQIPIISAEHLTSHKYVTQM
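Ratiometric TR-FRET (665 over 545 nm, excitation 340 nm) tracks disruption of MBNL1-His/biotin-(CUG)12 complex after 60 min at room temperature, with compounds at 92 nM to 58 uM final.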
Mito fusion act: blocks mitochondrial division or promotes mitochondrial fusion. Potency, µM (series often up to 46.1 µM), for the others: at the top dose growth rescue (activation), most hits filed as activators. S. cerevisiae fusion-defective mutant growth rescue, CellTiterGlo 48 h. 320,000 compounds, 0.23% hits;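 note: potency is the fitted concentration of half-maximal effect; % of control where 0% means no effect; nearly all actives have a fitted effect of over 45% in size; temperature-sensitive fusion mutants such as fzo1-1 at 37 °C on non-fermentable ethanol glycerol medium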
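Growth-rescue viability read-out: after 48 h at the non-permissive 37C in glycerol/ethanol YPEG, yeast mitochondrial fusion mutants are measured by CellTiterGlo luminescence; compounds (23 nl pinned per well) restoring growth score as division inhibitors or fusion activators.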
Integrin act MD: integrin-mediated muscular dystrophy alleviation activation | alpha7betagal myoblasts, beta-gal FDG fluorescence, 48 h | Potency, µM (highest dose often 38.3 µM), for the others: at the top dose activation, actives largely listed as activators | 350,000 compounds, 0.064% hits | AID 624291;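 note: potency is the fitted concentration of half-maximal effect; 100% = response of the positive control SU9516; nearly all actives have a fitted effect of over 60% in size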
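Alpha7betagal+/- myoblasts (passage 13) were plated 16-24 hr, then exposed to compounds (1:260 dilution of DMSO stock) for 48 hours at 37C. After MPER lysis, β-galactosidase reporter activity was read as FDG fluorescence (ex 480/em 540) after 30 minutes.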
Menin-MLL TR inh: menin-MLL binding inhibition, Texas Red mutant peptide. O00255. Menin + Texas Red MLL mutant peptide, fluorescence polarization. Potency, µM (highest dose often 61.6 µM), inactives show at the top dose FP activity change, negative = inhibition, most hits filed as inhibitors. 270,000 compounds, 0.23% hits. AID 1768; active = well fitted inhibition curve with a large enough effect in the polarisation, with a control signal flat, not every such curve was filed as active; inconclusive = small, poorly fitted or top-dose-only effect, or effect the other way, or a change in a side signal; inactive = no such curve, though single readings can be large or run the other way; the % refers to the polarisation; note: potency is the fitted concentration of half-maximal effect; % of control where 0% means no effect; many of its hits are not listed in these tables
Target sequence (O00255 whole entry, looked up): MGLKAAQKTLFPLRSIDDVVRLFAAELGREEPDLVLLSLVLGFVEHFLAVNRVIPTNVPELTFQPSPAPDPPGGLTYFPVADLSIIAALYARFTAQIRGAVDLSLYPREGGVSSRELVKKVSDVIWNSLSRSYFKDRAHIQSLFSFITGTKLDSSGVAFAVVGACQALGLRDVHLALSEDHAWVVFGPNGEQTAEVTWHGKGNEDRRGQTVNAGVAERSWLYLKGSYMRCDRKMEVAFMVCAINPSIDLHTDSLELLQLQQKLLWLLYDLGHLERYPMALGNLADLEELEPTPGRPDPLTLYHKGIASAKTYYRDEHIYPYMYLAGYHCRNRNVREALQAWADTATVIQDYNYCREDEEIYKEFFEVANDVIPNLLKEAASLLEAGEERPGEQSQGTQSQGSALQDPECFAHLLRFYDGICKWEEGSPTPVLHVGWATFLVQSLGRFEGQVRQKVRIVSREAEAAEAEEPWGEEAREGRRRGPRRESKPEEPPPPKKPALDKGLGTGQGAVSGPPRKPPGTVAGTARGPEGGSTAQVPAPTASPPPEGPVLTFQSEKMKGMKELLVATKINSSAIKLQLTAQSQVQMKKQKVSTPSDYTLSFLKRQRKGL
TSHR antagonist: blocks TSH signaling through the human TSH receptor | activity change, negative = inhibition, % at 11.5 µM | P16473 | 330,000 compounds, 0.2% hits | TSHR-expressing cells, TSH-stimulated cAMP HTRF, 2 h; hits give low values;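 active = activity change below a set negative limit, meaning inhibition stronger than a set level, cut at about -70% in these data; inconclusive = activity change between two set negative limits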; note: % is set by controls: 0 for no effect and ±100 for the full control effect
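Antagonism was scored as loss of TSH-driven cAMP in TSHR cells, stimulated with 4nM TSH (EC80) for 2 hours at 37 deg C and detected by homogeneous HTRF competition immunoassay.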
S-ASM inh: blocks human secretory acid sphingomyelinase | placental ASM, HMU-PC fluorogenic substrate, 60 min | Potency, µM (titrated, usually from 57.5 µM), for inactives: top-dose activity change, negative = inhibition, most hits filed as inhibitors | 340,000 compounds, 0.006% hits; note: potency is the fitted concentration of half-maximal effect
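Human placenta-derived ASM preincubated with compound 10 min at room temperature, then reacted with 9 uM (final) fluorogenic HMU-PC substrate for 60 min at 37 C. Stop solution raises pH to 10; fluorescence read at Ex 386/Em 447 nm.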
PTAP TSG101 blk: blocks PTAP/TSG101 interaction to inhibit HIV-1 budding; Q99816; Fluorescence polarization, FITC-PTAP peptide / Tsg101 binding; Potency, µM (titrated, usually from 115 µM), inactives show at the top dose activity change, negative = inhibition, most hits filed as inhibitors; 340,000 tested, under 10 active; AID 493005; active = well fitted inhibition curve with a large enough effect in the main read-out, with a control signal flat, not every such curve was filed as active; inconclusive = small, poorly fitted or top-dose-only effect, or effect the other way, or a change in a side signal; inactive = no such curve, though single readings can be large or run the other way; note: potency is the fitted concentration of half-maximal effect; % of control where 0% means no effect
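FP read-out: FITC-PTAP peptide, 50 nM final, binding Tsg101 binding domain, 10 uM final; 20 min, r.t.; 10 mM HEPES pH 7.5, 0.15 M NaCl, 0.01% Tween 20, 3 mM EDTA, 0.1 mM TCEP.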
A-T KAP1 phos: candidate therapy for ataxia-telangiectasia; […] A-T fibroblasts, KAP-1 phosphorylation AlphaLISA; neocarzinostatin DNA damage 30 min before lysis; Potency, µM (doses to about 57.5 µM), for the others: at the highest dose activation, actives largely listed as activators; 320,000 compounds, 0.19% hits; AID 485349; note: potency is the fitted concentration of half-maximal effect; % of control where 0% means no effect; nearly all actives have a fitted effect of over 45% in size
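hTERT-immortalized A-T patient fibroblasts ([…]), 500 cells/well in OPTI-MEM, 1% FBS, got compounds for 60 min, then NCS for 30 min at 37C. Lysates were then assayed for phospho-KAP-1 by AlphaLISA (anti-pKAP1 donor, anti-KAP1 acceptor beads), 6 hr at 25C.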
Numbers without * were called inactive; u = inconclusive; x = no result given; [ ] = remark or other dose. Unless noted, calls come from the whole dose curve; as a rule, active = well fitted curve in the direction sought with a large enough effect; inconclusive = small, poorly fitted or top-dose-only effect, or another doubt; inactive = no such curve, though single readings can be large; an effect the other way counts as inactive or inconclusive. Some of the compounds tested; rates above refer to the full screens.

SMILES	CXXC DNA block	TCR activator	MBNL1 CUG block	Mito fusion act	Integrin act MD	Menin-MLL TR inh	TSHR antagonist	S-ASM inh	PTAP TSG101 blk	A-T KAP1 phos
COc1cccc(OCC(=O)NC2CCCCC2)c1	-8%	1%	-18%	2%	-13%	0%	33	1%	-9%	0%
COc1cnc(N(C)C)nc1Sc1ccc(Cl)cc1	-6%	-29%	20%	3%	5%	-2%	-4	47%[activator]	-6%	21%
CCNc1nc(NC(C)C)nc(OCCNS(=O)(=O)c2cc(C)ccc2C)n1	0%	4%	-8%	-2%	-13%	-9%	6	-1%	-4%	8%
COc1ccc(N(CC(=O)N2CCN(c3ccccc3)CC2)S(=O)(=O)c2c(C)noc2C)cc1	-4%	-9%	5%	3%	6%	2%[11.7 µM]	-6	3%	3%	7%
Cc1nc(C)n(CCNC(=O)c2ccco2)n1	-3%	x	0%	-1%	8%	u	12	2%	-7%	5%
Cc1cc(C(=O)OCC(=O)Nc2cc(C)on2)c2ccccc2n1	-1%	-2%	12%	1%	16%	-25%	-7	2%	-1%	3%
O=C(NCc1ccc2c(c1)OCO2)C1CCCN1C(=O)Nc1cccc(Cl)c1 (configuration not stated)	-2%	x	-1%	-2%	2%	28%	6	-3%	-2%	-7%
COc1ccc(CN(C)C(=O)C2CSC3(C)CCC(=O)N23)cc1OC (configuration not stated)	x	x	x	-1%	-61%[inhibitor]	x	11	5%	1%	6%
Cc1ccc(CCSc2ccc(C(C)C)cc2)cn1	-8%	1%[46.1 µM]	-5%	-19%	8%	u	-18	2%	-4%	4%
CCN(Cc1ccccc1)C(=O)CCNS(=O)(=O)c1cc(Br)cnc1N	12%	-3%	4%	16%	0%	x	5	-2%	-2%	2%
CN(C)c1ccc(C=NNC(=O)c2cccnc2)cc1	x	1%	x	x	13%	x	x	-1%	-3%	x
O=C(Nc1cccc(Cl)c1)ON=C1c2ccccc2-c2ccccc21	6%	-8%	5%	1%	9%	u	5	-3%	-6%	-1%
Cc1ccc(C)c(OCc2nnc(N)s2)c1	9%	1%	-8%	5%	-7%	3%	-13	1%	-8%	2%
CC1(C)CC(=O)C2=C(C1)Nc1ccccc1NC2c1cccc(F)c1 (configuration not stated)	-1%	x	u	6%	30%	-2%	21	-1%	0%	19%
CC1=NN(C(=O)c2nn(C)cc2Br)C(O)(C(F)(F)F)C1 (configuration not stated)	5%	-5%[46.1 µM]	-1%[11.5 µM]	-18%	9%	0%	-2	2%	0%	0%
CC(C)CNS(=O)(=O)c1ccc(S(=O)(=O)N2CCCN(Cc3ccccc3)C2)cc1	-2%	7%	-9%	-4%	-28%	6%	14	1%	0%	3%
CCCC(=O)Nc1c2c(nn1-c1ccc(OC)cc1)CS(=O)C2 (configuration not stated)	4%	1%[46.1 µM]	-4%	-3%	0%	10%	4	5%	-1%	-3%
CC(C)(CO)NS(=O)(=O)c1ccc2c(c1)Cc1cc(S(=O)(=O)NC(C)(C)CO)ccc1-2	-4%	x	-2%	-1%	-1%	1%	-5	-1%	-2%	-1%
COc1ccc(N2C(=O)CC(N3CCN(c4cccc(Cl)c4)CC3)C2=O)cc1 (configuration not stated)	-4%	2%	0%	0%	27%	-16%	-1	2%	-3%	7%
COC(C[C@@H](O)C[C@@H](O)[C@@H](C)OCc1ccccc1)OC	x	1%	x	x	0%	x	x	4%	-5%	x
COc1ccccc1NC(=O)c1nn(C)c(C(=O)Nc2ccccc2OC)c1[N+](=O)[O-]	-9%	2%	12%	9%	4%	u	-5	-4%	0%	46%
OCCCNC(=S)NC1CCCC1	11%	5%	-6%	1%	-8%	-4%	6	2%	-1%	2%
CCN(CCCNC(=O)CN1C(=O)COc2ccccc21)c1ccccc1	6%	0%	-8%	4%	16%	2%	2	4%	-7%	-5%
Cc1cccc(NC(=S)NC(=O)c2oc3ccccc3c2C)n1	10%	2%	-3%	-11%	6%	u	11	-7%	1%	5%
O=C(COC(=O)C1CCN(c2ccc(C(F)(F)F)cn2)CC1)NCc1ccc(F)cc1	x	-4%	x	-5%	37%	x	-9	-3%	-5%	-8%
COc1ccc(Oc2coc3c(CN(C)C)c(O)ccc3c2=O)cc1	-4%	2%	-5%	3%	25%	15%	2	51%[activator]	-6%	-2%
O=C1CCCN1CCC1CCN(C(=S)Nc2ccc(F)cc2)CC1	-10%	3%	7%	-2%	8%	2%	6	2%	1%	3%
NS(=O)(=O)c1ccc(CCNC(=O)c2ccc(Cl)nc2)cc1	0%	-3%	-1%	-4%	-29%	3%	10	0%	-4%	1%
CCOC(=O)NC(=O)CN1C(=O)NC(C)(c2ccccc2)C1=O (configuration not stated)	-4%	-1%	2%	0%	20%	12%	17	1%	-2%	0%
O=C1Nc2ccccc2C(=O)C1(Cl)Cc1ccccc1 (configuration not stated)	3%	-6%	11%	5%	-68%[inhibitor]	x	-8	9%	-2%	10%
Cc1cccc(N2CCCn3c2nc2c3c(=O)n(CCN3CCOCC3)c(=O)n2C)c1	3%	-1%	-1%	2%	2%	-5%	-9	-7%	0%	14%
O=C(/C=C/c1ccc(F)cc1)OCC(=O)c1ccc[nH]1	x	2%	x	5%	-2%	x	-12	-1%	-3%	6%
O=[N+]([O-])c1ccc(N2CCN(S(=O)(=O)c3ccc(Cl)c(Cl)c3)CC2)cc1NCCN1CCOCC1	-7%	2%	-8%	-3%	-3%	-9%	13	u	-5%	-14%
Cc1ccc(S(=O)(=O)CCC(=O)OCC(=O)NCc2ccccc2)cc1	x	3%	x	1%	18%	x	33	1%	0%	6%
CC(C)(C)c1ccccc1OCCOCCSc1ncccn1	0%	-2%	-7%	1%	1%	8%	9	4%	-11%	27%
Cc1ccc(C(=O)Nc2ncnc3sc4c(c23)CCCCC4)cc1	1%	x	9%	14%	1%	u	-6	-8%	-5%	x
CC(=O)N1CC(C(=O)Nc2ccc3c(c2)OCO3)Oc2ccccc21 (configuration not stated)	x	5%	x	x	12%	x	15	3%	-2%	10%
O=C(N/N=C/c1ccc(Br)cc1)c1ccccc1-n1cccc1	u	5%	23%	4%	-8%	18%	3	-14%	-2%	-3%
CC(=O)N1CCc2cc(S(=O)(=O)CCC(=O)Nc3cccc(F)c3)ccc21	-3%	-2%[46.1 µM]	-6%	-1%	-35%	12%	-3	2%	-10%	-1%
CCOC(=O)c1cc2sc(C)cc2n1CC(=O)Nc1cccc(C)c1C	-6%	0%[46.1 µM]	11%	-1%	42%	7%	-7	0%	-7%	0%
COc1ccc2c(c1)[C@H]1[C@H](CO2)[C@H](c2ccccc2)[C@]2(C)C(=O)N[C@H](C)C(=O)N12	x	-3%	x	-14%	-3%	x	-27	6%	-4%	16%
CCn1c(SCC(=O)OC)nc2cc(S(=O)(=O)N3CCOCC3)ccc21	x	-2%	x	3%	-1%	x	-6	x	-2%	-1%
COC(=O)c1sccc1NC(=O)Cn1nnc(-c2ccccc2C)n1	-1%	-13%	11%	-2%	u	2%	-4	-6%	0%	5%
CC/C(=N\NC(=S)Nc1cccc(C)c1)c1ccccc1	10%	x	-9%	0%	u	-20%	-25	-3%	-2%	11%
Cc1sc2ncnc(NCC(C)(C)N3CCOCC3)c2c1C	3%	4%	u	-3%	-41%[inhibitor]	-8%	-11	3%	-1%	4%
Cc1ccc(SCC(=O)OCC(=O)NC2CCCCCCC2)cc1	x	3%	x	-1%	4%	x	4	-3%	-3%	-1%
CC(=O)N(Cc1cc(=O)[nH]c2ccccc12)c1cccc(C)c1	-4%	-7%	68%[activator]	2%	18%	-3%	9	-1%	-1%	10%
Cc1cc2c(NCCc3ccccc3)ncnc2s1	8%	0%	-4%	-1%	-34%[inhibitor]	-7%	-50	0%	2%	10%
CC(=O)Nc1ccc(N2CCOCC2)c(Cl)c1	-6%	-4%	4%	-1%	24%	-5%	-15	1%	-10%	1%
CCOc1cccc(C(=O)NC(=S)Nc2cccc(C)c2)c1	-2%	1%[46.1 µM]	-15%	1%	-28%	15%	-12	0%	2%	7%
CCN(CC)CCCN=C1N[C@@H](c2cccc(F)c2)C(C(=O)OC)=C(C)N1Cc1ccccc1	x	-1%	x	x	-52%[inhibitor]	x	-9	0%	-4%	-2%
